# TNF death inh = inhibitors of TNF-alpha induced necroptosis in Jurkat FADD-/- cells. Jurkat FADD-/- TNF necroptosis rescue, ATP luminescence, 24 h; 0 = TNF only, 100 = no-TNF cells. activation (protection from cell death), % at 10 µM. 220,000 compounds, 0.068% hits. AID 463075;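 active = activation, meaning protection from cell death, of at least 50% relative to plate controls; inactive = activation below 50%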;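 note: necroptosis triggered by 40 ng/mL TNF-alpha added together with compound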
# CHOP inhibitor = CHOP inhibition in unfolded protein response; AID 2732; inhibition, % at 10 µM; CHO-K1 CHOP-promoter luciferase, tunicamycin-induced, 15-18 h; 220,000 compounds, 3.8% hits;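 active = compounds that reduced the stress-induced luciferase reporter signal by more than about 70% of percent inhibition, limit read from the data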;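 note: 0% = tunicamycin plus vehicle and 100% = wells without tunicamycin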
# Runt-SMMHC FRET = blocks binding of human RUNX1 Runt domain to CBFb-SMMHC; Q01196+Q13951; Cerulean-Runt/Venus-CBFb-SMMHC FRET ratio 530/480, 1 h; inhibition, % at 20 µM; 220,000 compounds, 0.74% hits;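 active = mean inhibition across duplicate retests at 20 µM reaching about 50%, limit read from the data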;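 note: 0% = DMSO wells and 100% = wells with excess untagged CBFb-SMMHC; inhibitors lower the FRET ratio by blocking Runt binding to CBFb-SMMHC; some results filed as inactive read as strong as hits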
# Target sequence (Q01196 whole entry, looked up, the tested form may be a part): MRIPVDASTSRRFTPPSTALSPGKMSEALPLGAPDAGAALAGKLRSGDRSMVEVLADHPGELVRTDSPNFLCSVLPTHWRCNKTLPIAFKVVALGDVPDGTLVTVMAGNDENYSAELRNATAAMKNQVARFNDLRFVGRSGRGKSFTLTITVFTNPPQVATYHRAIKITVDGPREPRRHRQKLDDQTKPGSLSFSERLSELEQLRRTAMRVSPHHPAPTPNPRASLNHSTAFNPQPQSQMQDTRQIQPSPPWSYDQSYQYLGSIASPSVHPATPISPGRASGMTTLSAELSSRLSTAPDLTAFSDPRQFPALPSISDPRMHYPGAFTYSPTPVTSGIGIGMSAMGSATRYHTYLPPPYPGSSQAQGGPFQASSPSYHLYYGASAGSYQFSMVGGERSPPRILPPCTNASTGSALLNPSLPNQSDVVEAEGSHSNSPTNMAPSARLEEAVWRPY
# Target sequence (Q13951 whole entry, looked up, the tested form may be a part): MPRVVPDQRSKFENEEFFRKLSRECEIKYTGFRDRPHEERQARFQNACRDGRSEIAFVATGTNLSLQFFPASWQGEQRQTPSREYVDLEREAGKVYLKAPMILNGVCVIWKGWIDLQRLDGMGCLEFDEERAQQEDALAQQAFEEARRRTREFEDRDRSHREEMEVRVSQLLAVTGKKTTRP
# MDM2 E3 inh = Mdm2 E3 ligase (human) inhibition; Q00987; cell-based MDM2 ubiquitination luciferase reporter, 2 h; 0 = plate control, 100 = twice control, blank-subtracted; signal enhancement, % at 5 µM; 210,000 compounds, 0.11% hits; AID 1230;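 active = signal enhancement of 30% or more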;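 note: luminescence tracks abundance of the self-degrading MDM2-luciferase fusion protein; higher signal means inhibition of MDM2 E3 ligase activity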
#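 Buffer or medium: Cells held in DMEM | Assay system: Stable mammalian line carrying autodegrading MDM2–luciferase fusion reporter | Quantity: 2000 cells/well | Times: 4 h settle plus 2 h compound, 37 °C | Doses: One concentration, 5 µM, with 0.2% DMSO | Technique: Luminescence with SteadyLite reagent, 15 min at room temperature | Benchmarks: Plate controls and plate blanks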
# EBV gp42 block = inhibitors of Epstein-Barr virus glycoprotein 42; Q1HVG2; Fluorescence polarization binding assay, mP read-out; inhibition, % (tested at 21.74 µM); 220,000 compounds, 0.42% hits; AID 1085; in the data active = inhibition above about 50%
# NCF1 inh = p47phox (human) inhibition; P14598; p47phox/p22phox peptide binding, fluorescence polarization, 2 h; inhibition, % at 24.7 µM; 220,000 compounds, 0.53% hits; AID 1274;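 active = inhibition above about 30%, limit read from the data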;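 note: 0% = p47phox with labelled peptide and 100% = labelled peptide alone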
# Target sequence (P14598 whole entry, looked up): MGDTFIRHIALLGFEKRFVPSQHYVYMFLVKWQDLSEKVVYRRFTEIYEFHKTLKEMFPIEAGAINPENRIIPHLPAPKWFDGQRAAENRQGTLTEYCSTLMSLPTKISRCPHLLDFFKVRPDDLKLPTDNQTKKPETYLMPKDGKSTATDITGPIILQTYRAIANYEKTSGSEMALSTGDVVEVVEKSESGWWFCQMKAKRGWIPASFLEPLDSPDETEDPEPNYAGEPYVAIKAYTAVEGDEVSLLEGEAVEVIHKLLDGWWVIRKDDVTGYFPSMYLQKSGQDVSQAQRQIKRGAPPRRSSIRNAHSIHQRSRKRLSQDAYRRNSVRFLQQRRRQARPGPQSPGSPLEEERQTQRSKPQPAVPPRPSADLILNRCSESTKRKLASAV
# TRPN1 ag = zebrafish TRPN1 (NompC) channel agonism; HEK293 zebrafish TRPN1-YFP, Fluo-8 calcium fluorescence; 100% = response to 87 µM carbachol; activation, % at 3 µM; 220,000 compounds, 0.18% hits; AID 1424;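 active = activation above its plate's cutoff, the mean activation of test wells on that plate plus 3 SD, cut at about 19% in these data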;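 note: 0% = DMSO alone and 100% = 87 µM carbachol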
#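 Material – zebrafish TRPN1-YFP in HEK293 cells · Doses – 3 µM single point · Schedule – dye 1 h 37 °C plus 30 min RT · Signal – Fluo-8 calcium fluorescence, excitation 470-495 nm, emission 515-575 nm · Read-out – % activation versus carbachol response · Control set – carbachol high, DMSO low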
# PPC-1+TRAIL kill = kills PPC-1 cancer cells in the presence of TRAIL | PPC-1 cells + TRAIL, ATPLite viability luminescence | cell killing (% activity), % at 4 µM | 220,000 compounds, 0.41% hits;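 active = cell killing above 50% in the first pass at 4 µM, then a duplicate retest at 5 µM averaging 50% or more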;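 note: plate controls were cells with TRAIL plus DMSO for no effect and medium-only wells lacking cells for full effect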
# TRPML3 ag = agonists of human TRPML3 channel; 220,000 compounds, 0.29% hits; activation, % at 3 µM; HEK293 TRPML3-YFP, Fluo-8 calcium fluorescence; 100% = the carbachol control signal;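 active = activation above its plate's cutoff, the mean activation of the plate's test wells plus 3 SD, cut at about 12% in these data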;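 note: 0% = DMSO only wells and 100% = carbachol wells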
#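 system = HEK293 cells stably carrying human TRPML3-YFP | doses = one concentration, 3 µM nominal, 0.3% DMSO | timing = dye loading 1 h 37 °C then 30 min ambient, 125 s read | detection = Fluo-8 calcium dye fluorescence, ex 470-495, em 515-575 nm | benchmarks = high control carbachol 87 µM, low control DMSO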
# An asterisk follows results filed as active; . = no result given. Compounds as they come; 5.9% or so of the library scored in one or more.
SMILES,TNF death inh,CHOP inhibitor,Runt-SMMHC FRET,MDM2 E3 inh,EBV gp42 block,NCF1 inh,TRPN1 ag,PPC-1+TRAIL kill,TRPML3 ag
C#CCOCCOCCOCCNc1nc(N2CCN(C(=O)[C@H](CCC(=O)O)n3cc(C(N)Cc4ccc(O)cc4)nn3)CC2)nc(N2CCN(C(=O)[C@H](CCC(=O)O)n3cc(C(N)CC(C)C)nn3)CC2)n1 (some centres not stated),0.4,8.3,-0.6,.,-4.9,2.1,1.2,3.6,0.4
O=C(C1=C[C@H](c2ccc(Br)cc2)C[C@H](OCCCCO)O1)N1CCOCC1,1.0,4.7,-0.2,.,-0.5,.,0.5,-1.9,2.2
Cc1sc2nc(SCC(=O)O)[nH]c(=O)c2c1C,1.0,2.3,1.0,-1.9,-5.1,6.7,-0.2,11.7,1.5
O=C(Cn1nnc(-c2ccc(F)cc2)n1)Nc1ccc2c(c1)OCCO2,0.4,22.7,0.8,-11.5,-0.9,4.5,1.3,4.4,-1.9
COC(=O)Cc1ccc(NC(=S)NCc2ccc(F)cc2)cc1,0.8,9.8,-0.1,-3.1,1.4,-4.7,-0.6,-3.9,0.0
CCOC(=O)c1c(C)cc(=O)oc1C,-0.7,23.6,3.5,-16.8,-0.6,-9.5,0.2,9.7,-0.1
CC1(C)CC(CC(=O)O)(c2ccc(F)cc2)CCO1 (configuration not stated),-0.1,-16.5,-3.0,-10.3,-9.7,-14.2,0.7,8.6,-0.3
C=C(C)Cn1cnc2c(oc3nc4c(cc32)CCCC4)c1=O,2.0,2.3,-4.2,-9.8,-1.4,1.1,1.6,20.1,1.3
CCOC(=O)C1=C(C)NC(SCC(N)=O)=C(C#N)C1c1ccncc1 (configuration not stated),-2.5,38.9,7.1,-25.7,-20.3,-12.7,0.0,-1.4,-0.2
COc1ccc(-c2csc(N(C)C(=O)c3cccs3)n2)cc1,-0.5,-4.9,-3.5,-2.2,-8.6,-5.0,0.5,-1.3,1.6
O=C(NCc1ccc(Cl)cc1)C1CCN(S(=O)(=O)c2ccccc2)CC1,1.1,-7.6,2.1,-5.8,-9.8,-4.3,0.5,-0.9,0.9
CN1C=CC=C/C1=C(\C#N)c1nc2ccccc2[nH]1,-0.6,-1.7,-3.9,-7.0,-12.5,-13.2,-0.3,-8.1,0.0
Cc1cc(Br)cn2ccnc12,-0.9,-3.0,-7.8,-35.2,-24.6,5.8,-0.9,18.6,1.2
O=C(CSc1nc2c(sc3ccccc32)c(=O)n1CCc1ccccc1)NCc1ccco1,0.9,-70.3,-2.2,-12.0,-18.3,4.1,1.0,-5.2,0.1
CC(C)C1N(C(N)=S)N=CC1(C)C (configuration not stated),1.3,-17.6,-0.9,-16.3,-3.0,-3.7,2.4,-7.7,0.7
COc1ccc(-n2cccc2C=O)cc1,3.6,15.8,0.5,.,-11.1,-5.1,0.8,8.8,0.7
O=C(NC(=S)NCCN1CCOCC1)c1ccccc1Br,1.3,4.7,0.5,5.9,-1.1,2.8,0.5,8.4,0.8
COc1ccc(S(=O)(=O)N(C)c2ccc(C(=O)N3CCC(C(N)=O)CC3)cc2)cc1,-0.4,13.0,1.3,-0.4,-26.2,-14.1,-0.5,-1.7,-0.3
Cc1ccc(OCC(=O)Nc2c[nH]c(=O)[nH]c2=O)cc1C,-0.8,4.6,-1.8,-10.8,-1.0,0.6,-0.1,17.9,0.6
COc1ccc(S(=O)(=O)N(C)C)cc1NC(=O)CSc1nc(N)cc(N)n1,-0.8,3.2,-0.8,-9.0,0.2,-24.2,0.4,4.8,1.1
COc1ccc(N2CCN(c3cc(C)c4cccc(C)c4n3)CC2)cc1,2.3,6.7,-1.6,-12.6,14.8,-3.1,-0.4,9.5,-0.2
CCOC(=O)c1ccc(NC(=O)c2c(NC(=O)CCC(=O)O)sc3c2CCCCC3)cc1,1.0,1.7,10.9,-31.3,3.4,-1.2,0.4,-5.5,0.3
O=C1c2ccccc2C(=O)N1CCc1nc(-c2ccncc2)no1,-1.8,-7.1,5.2,-6.5,-17.0,-6.8,2.4,-3.8,1.9
COc1ccccc1NC(=O)CSC1CC(=O)N(c2ccc3c(c2)OCO3)C1=O (configuration not stated),0.6,31.7,-1.0,-7.8,-5.7,-2.3,-0.6,3.1,-0.9

# Some entries already given, showing only MDM2 E3 inh and CHOP inhibitor.
Molecule | MDM2 E3 inh | CHOP inhibitor
Cc1cc(Br)cn2ccnc12 | -35.2 | -3.0
Cc1ccc(OCC(=O)Nc2c[nH]c(=O)[nH]c2=O)cc1C | -10.8 | 4.6

# The list goes on:
SMILES,TNF death inh,CHOP inhibitor,Runt-SMMHC FRET,MDM2 E3 inh,EBV gp42 block,NCF1 inh,TRPN1 ag,PPC-1+TRAIL kill,TRPML3 ag
O=C(O)/C=C\C(=O)Nc1ccc(Oc2ccccc2)cc1,-2.2,9.9,-1.9,8.8,-6.8,-1.9,0.1,0.6,0.8
COc1ccc(Cc2noc(COc3ccc(Cl)cc3)n2)cc1,4.1,40.7,-2.3,-19.6,-10.3,-12.4,-2.3,-10.4,-0.9
CCOC(=O)/C(=N\Nc1cc(Cl)ccc1Cl)N1CC(C)OC(C)C1 (configuration not stated),0.0,62.3,1.3,.,-6.0,-5.0,2.4,-15.2,0.5
CCC(CC)C(=O)NC12CC3CC(CC(C3)C1)C2,-0.5,23.7,-4.5,-19.1,9.5,-5.2,-1.7,13.7,0.5
C=CCn1c(SCC(=O)NC23CC4CC(CC(C4)C2)C3)nc2cc(C(=O)O)ccc2c1=O,2.6,-15.0,-6.1,1.7,4.9,1.5,0.6,16.1,0.4
COc1ccc(NC(=O)C/C(C)=N/NC(=O)C(=O)NC(C)C)c(OC)c1,2.2,1.9,-0.9,-5.6,-1.1,1.1,-1.0,7.4,-0.4
CCNC(=S)Nc1sc2c(c1C#N)CCC(C)C2 (configuration not stated),-4.6,-16.3,2.1,-8.9,-14.9,-8.4,1.9,2.6,0.8
Cc1cc2nc3c(c(C(F)(F)F)n2n1)CCCC3,-0.7,-3.9,4.5,-9.5,-9.1,0.0,0.6,8.8,0.8
COc1ccc(CCN=C(N)NS(=O)(=O)c2ccc(C)c(C)c2)cc1,0.0,19.5,-0.1,26.3,-4.3,-6.5,-1.8,24.5,-0.3
COc1ccc(C(C(=O)NCc2ccccc2)N(Cc2ccco2)C(=O)c2cnccn2)cc1 (configuration not stated),-1.2,-8.4,4.9,-21.8,-26.1,-1.9,2.6,-1.0,1.2
COC(=O)CC1SC(=O)NC1=Nc1ccc(O)cc1 (configuration not stated),-0.9,20.8,2.3,-4.6,-15.4,2.7,1.4,-12.2,0.0
Cc1ccc(C2=Nc3ccc(Br)cc3C(c3ccncc3)=NN2)cc1,1.8,31.2,.,-4.7,-11.6,-0.1,-0.8,.,0.1

# Full records as entered above. Values in the order: TNF death inh	CHOP inhibitor	Runt-SMMHC FRET	MDM2 E3 inh	EBV gp42 block	NCF1 inh	TRPN1 ag	PPC-1+TRAIL kill	TRPML3 ag
# Listed for Cc1cc2nc3c(c(C(F)(F)F)n2n1)CCCC3 : -0.7	-3.9	4.5	-9.5	-9.1	0.0	0.6	8.8	0.8
# Listed for Cc1ccc(OCC(=O)Nc2c[nH]c(=O)[nH]c2=O)cc1C : -0.8	4.6	-1.8	-10.8	-1.0	0.6	-0.1	17.9	0.6

# Additional compounds follow.
SMILES,TNF death inh,CHOP inhibitor,Runt-SMMHC FRET,MDM2 E3 inh,EBV gp42 block,NCF1 inh,TRPN1 ag,PPC-1+TRAIL kill,TRPML3 ag
Cc1cc(C)c(OCCCON2C(=O)CCC2=O)c(Br)c1,0.5,23.2,1.7,-8.8,-2.3,-7.7,-1.1,26.2,0.1
CCCN1C(=O)CN(C2CCCCCC2)C(=O)C1c1ccc(C)cc1 (configuration not stated),-2.7,-2.8,0.5,-20.7,-25.6,-13.4,0.9,-12.6,0.1
COc1ccc(Nc2nnc(C)c3ccccc23)cc1C(N)=O,0.3,16.9,0.2,-24.7,-14.7,-2.2,1.3,13.5,0.1
Cc1ccc(OCC(=O)N(C)CCc2ccccn2)cc1,0.1,.,0.3,-13.9,.,.,0.6,5.9,0.7
CC(=O)Nc1ccc(S(=O)(=O)Oc2ccccc2N2CCCCC2)cc1,-0.3,5.0,-2.4,6.2,-15.7,-19.7,11.8,-18.1,5.2
COc1ccc(C(=O)N2CCc3ccccc32)cc1,-4.4,11.8,1.4,.,-4.2,5.6,-1.2,18.5,-0.5
O=C(Cn1c2ccccc2c(=O)c2ccccc21)N/N=C/c1cc([N+](=O)[O-])ccc1N1CCCCCC1,-2.6,-63.7,-91.3,-8.7,-93.1,-20.8,-0.3,14.8,-0.1
COc1cc(NC2c3ccccc3C(=O)N2c2ccc(C)cn2)cc(OC)c1OC (configuration not stated),-1.3,11.5,-2.6,-10.3,-0.3,1.3,-1.3,18.4,0.4
Cc1ccc(C)c(S(=O)(=O)C(C#N)c2nc3ccccc3nc2N2CCCC2)c1 (configuration not stated),-4.7,2.5,-37.5,-25.2,110.3*,-0.9,3.3,4.3,1.5
COc1ccc(/C=N/OCC(=O)NCc2cccs2)c(OC)c1,2.0,16.3,-0.7,-7.7,-20.4,-3.6,-2.3,-0.9,-1.6
CCc1nnc(NC(=O)Cn2ccc(C(F)(F)F)n2)s1,3.6,-3.0,0.0,-9.1,-14.4,3.3,-0.2,1.5,-0.4
O=S(=O)(NCCn1cccc1)c1ccc2ccccc2c1,2.3,-2.3,-0.7,-5.5,-17.4,-4.6,0.7,-13.8,-0.2
NC(=O)c1nsc(C(=O)N(CC(=O)NCc2ccco2)c2ccccc2F)c1N,1.5,4.1,4.7,.,-4.5,-3.4,0.5,4.8,1.0
COc1ccc(/C=N/NC(=O)c2cnccn2)cc1O,0.0,-1.2,-1.0,-11.1,0.2,2.0,2.8,-8.8,0.7
CC(C)(C)n1nnnc1C(c1cccc(C(F)(F)F)c1)N1CCC(O)CC1 (configuration not stated),0.4,7.6,-4.9,0.2,-13.1,3.4,0.4,7.7,0.1
Cc1cc(C)n2c(SCC(=O)NCc3ccco3)nnc2n1,-3.0,-9.4,-3.3,-9.5,-1.6,-2.5,0.2,2.5,0.6
COC(=O)[C@@H](NC(=O)NC(C)CCc1ccccc1)C(C)C (some centres not stated),-0.1,32.7,0.1,-5.8,-3.9,-4.8,-1.8,-10.1,-0.2
COc1ccc(-c2cn3cccc(C)c3n2)cc1Br,1.7,5.8,-4.2,2.2,-8.0,-2.1,-2.3,28.3,-0.4
COCCCNC(=O)CCc1ccccc1,0.3,-7.7,0.0,-7.5,-15.9,1.9,-0.6,11.7,-0.1
CCCOc1ccc(/C=N/NC(=O)CN(c2ccc(OCC)cc2)S(C)(=O)=O)cc1,-5.8,42.2,-0.5,-8.2,-10.4,-2.8,-0.7,28.4,-0.4
